5-HT1A blocker = 5-HT1a (human) receptor antagonism; hit rate 0.68% among 62,000; CHO 5-HT1a Ga15 NFAT-bla reporter, antagonist mode; P08908; inhibition, % at 10 µM;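 active = inhibition above the mean of all tested compounds plus 3 SD, cut at about 43% in these data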;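 note: receptor stimulated by 5-CT agonist at 100 nM near EC80; beta-lactamase reporter measured by ratiometric fluorescence of a cleavable substrate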
5HT1a ag = activates the human 5-HT1a serotonin receptor; CHO 5-HT1a Ga15 NFAT-bla reporter, FRET ratio; 0% basal, 100% maximal reference agonist; hit rate 0.56% among 65,000; activation, % at 10 µM;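 active = activation above the screen-wide mean activation plus 3 SD, cut at about 19% in these data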;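 note: 0% = DMSO wells and 100% = 5-CT at EC100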
5HT1E antag = blocks the human 5-HT1E serotonin receptor | CHO 5-HT1E Ga15 NFAT-bla reporter, FRET, antagonist | inhibition, % at 6 µM | hit rate 0.99% among 65,000;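 active = inhibition above a set limit, the mean inhibition across every tested compound plus 3 SD, cut at about 29% in these data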;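 note: signal is the 460 over 535 nm emission ratio of beta-lactamase substrate; 0% = agonist plus DMSO wells and 100% = wells without agonist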
Target sequence (P28566 whole entry, looked up): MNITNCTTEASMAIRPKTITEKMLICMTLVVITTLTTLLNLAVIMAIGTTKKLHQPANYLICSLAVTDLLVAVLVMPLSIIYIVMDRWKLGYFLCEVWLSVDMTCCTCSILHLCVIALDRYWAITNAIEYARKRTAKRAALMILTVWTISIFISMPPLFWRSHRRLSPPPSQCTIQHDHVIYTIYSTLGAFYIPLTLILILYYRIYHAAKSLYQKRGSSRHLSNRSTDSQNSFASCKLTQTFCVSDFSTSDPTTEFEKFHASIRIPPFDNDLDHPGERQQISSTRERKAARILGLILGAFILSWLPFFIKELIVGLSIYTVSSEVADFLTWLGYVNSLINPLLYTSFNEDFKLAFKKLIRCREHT
S1P3 agonist = S1P3 (human) receptor agonism | Q99500 | S1P3 NFAT-BLA reporter cells, FRET ratio; relative to 1 µM S1P, basal subtracted | activation, % at 4.5 µM | hit rate 0.1% among 60,000 | AID 373;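 active = activation above the screen-wide mean plus 3 SD, cut at about 4.5% in these data, passing the limit was not always enough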; note: some compounds called inactive have numbers as strong as hits
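material = human S1P3 NFAT-BLA reporter CHO cells | schedule = 4 h compound at 37 °C, 2 h substrate at RT | measured by = fluorescent BLA substrate, ex 405 nm, em 460/535 nm ratio | controls = 1 µM S1P reference | replication = primary once, confirmation triplicate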
M1 antag = blocks the rat M1 muscarinic receptor response to acetylcholine; P08482; CHO-M1 cells, Fluo-4 calcium, ACh EC80 antagonist mode; hits give low values; B-score at 10 µM; hit rate 3.4% among 64,000;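 active = calcium fluorescence response, raw or row-and-column corrected B-score, differing from the plate sample mean either way at a set confidence level, mostly lower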
5HT1E ag = activates the human 5-HT1E serotonin receptor | CHO 5-HT1E Ga15 NFAT-bla reporter, FRET; 0% DMSO wells, 100% control agonist wells | AID 574 | hit rate 0.69% among 65,000 | activation, % at 6 µM;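 active = activation above a set limit, the screen-wide mean activation plus 3 SD, cut at about 8.5% in these data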;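 note: 100% = positive control agonist at 1 µM giving full maximal response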
M1 agonist = activates the M1 muscarinic receptor | AID 626 | CHO-M1 cells, Fluo-4 calcium fluorescence, agonist mode; hits give high values | hit rate 3% among 64,000 | B-score at 10 µM;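 active = fluorescence rise, raw or as B-score row- and column-corrected plate score, outside the 99.7% band of its plate's samples, either direction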
Jurkat tox 60K = cytotoxic compounds reducing Jurkat cell viability; Jurkat E6.1 viability, ATP luminescence, 48 h; AID 463; hit rate 1.2% among 56,000; inhibition, % at 4 µM;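 active = inhibition above the mean inhibition of all tested compounds plus 3 SD, cut at about 28% in these data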
S1P1 ag pot = agonists and agonism potentiators of human S1P1 receptor. P21453. S1P1 CRE-bla cells, forskolin, beta-lactamase FRET, potentiator mode; S1P1 agonist co-added at EC20, 2 nM; 100% = saturating reference agonist, 0% = basal. activation, % at 9.5 µM. hit rate 0.57% among 56,000;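 active = activation above a cutoff set at the mean activation of all tested compounds plus 3 SD, cut at about 54% in these data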;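 note: forskolin at 4 µM as EC80 and the EC20 agonist is SEW2871; 100% = SEW2871 at its EC100 plus forskolin at EC80; some compounds past the cut are filed as inactive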
Target sequence (P21453 whole entry, looked up): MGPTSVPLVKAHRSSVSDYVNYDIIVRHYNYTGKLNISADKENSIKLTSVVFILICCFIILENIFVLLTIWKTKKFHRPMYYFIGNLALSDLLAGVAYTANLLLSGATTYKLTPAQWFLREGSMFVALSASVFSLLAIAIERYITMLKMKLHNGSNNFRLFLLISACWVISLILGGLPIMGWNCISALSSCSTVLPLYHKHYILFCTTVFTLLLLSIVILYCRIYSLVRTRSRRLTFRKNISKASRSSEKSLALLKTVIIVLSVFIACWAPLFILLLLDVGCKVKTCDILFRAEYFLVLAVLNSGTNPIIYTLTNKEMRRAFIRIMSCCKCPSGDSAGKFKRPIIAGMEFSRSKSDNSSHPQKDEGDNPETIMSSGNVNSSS
Starred values were filed as active, the others as inactive; / = not tested or not shown. Random draw from the library; overall some 8.9% were active at least once.

SMILES | 5-HT1A blocker | 5HT1a ag | 5HT1E antag | S1P3 agonist | M1 antag | 5HT1E ag | M1 agonist | Jurkat tox 60K | S1P1 ag pot
CCCN(CCC)S(=O)(=O)c1ccc(C(=O)NCc2ccc3c(c2)OCO3)cc1 | 16 | 3.5 | 16 | -0.5 | 0.39 | -1.8 | 0.45 | -2 | 18
Cc1ccnc(SCCn2c(N3CCOCC3)nc3c2c(=O)n(C)c(=O)n3C)n1 | -9 | -3.6 | -7 | 0.0 | -0.44 | 0.1 | -1.3 | 0 | 2
COc1ccc(OCC(=O)Nc2ccc(S(=O)(=O)N3CCCCCC3)cc2)cc1 | -4 | 2.7 | 0 | -0.9 | 0.57 | 0.2 | -0.019 | -7 | 20
O=C(CSc1nnc(-c2ccccc2Br)o1)N1CCc2ccccc2C1 | -13 | -2.1 | 5 | 1.3 | -0.087 | -0.4 | -0.21 | -4 | 11
COc1ccc(C2=CC(c3cccc(OC)c3)n3nnnc3N2)cc1 (configuration not stated) | / | 0.1 | 15 | -3.6 | 0.3 | -1.4 | 3.2 | / | 2
CCOC(=O)c1sc(NC(C)=O)c(C(=O)OCC)c1C | -8 | -0.5 | -1 | -1.1 | 0.052 | 0.5 | 1.8 | 4 | 0
Cn1c(C(=O)NCCCN2CCOCC2)cc2c(=O)n(C)c3ccccc3c21 | -8 | -2.5 | 3 | -1.1 | -0.34 | 0.9 | -0.37 | -4 | -24
COC(=O)c1cccc(NC(=O)CSc2nnc(COc3ccc(C#N)cc3)n2-c2ccccc2)c1 | 30 | -3.3 | 2 | -0.4 | -0.11 | 1.0 | 3.6* | 2 | 5
CCN1CCN(Cc2c(C)[nH]c3ccc(OC)cc3c2=O)CC1 | 0 | -0.9 | 10 | / | 0.13 | -0.4 | 0.89 | / | /
CC(=O)NC1(c2ccccc2)CCN(Cc2nnnn2C(C)(C)C)CC1 | 0 | -0.1 | 1 | / | -0.046 | -0.2 | 0.01 | / | /
Cc1ccc(NC(=O)c2nc[nH]c2C(=O)N2CCCCC2)c(C(=O)c2ccccc2)c1 | 0 | -1.1 | -1 | -0.8 | / | 0.8 | / | -3 | 24
C/C(=C\C(=O)Nc1cc(C)on1)c1ccccc1 | -8 | -0.7 | -3 | 0.1 | -0.027 | -1.2 | -0.5 | 0 | 9
O=C(Cc1cccs1)Nn1c(Cc2cccs2)nc2ccccc2c1=O | -20 | -3.0 | 3 | 1.1 | 0.023 | -1.0 | 0.13 | -5 | -3
COCCN1C(=O)c2ccccc2C(C(=O)NCCN(C)C)C1c1ccc(F)cc1 (configuration not stated) | 6 | -0.2 | 10 | / | -0.92 | -0.9 | 2.8 | / | /
CC(=O)c1ccc(N2CCN(C(=O)c3ccc(NC(=O)C4CCCO4)cc3)CC2)cc1 (configuration not stated) | 3 | 1.7 | 2 | / | -0.87 | -1.9 | 1.2 | / | /

Full records from above:
Cn1c(C(=O)NCCCN2CCOCC2)cc2c(=O)n(C)c3ccccc3c21 across the screens: 5-HT1A blocker = -8; 5HT1a ag = -2.5; 5HT1E antag = 3; S1P3 agonist = -1.1; M1 antag = -0.34; 5HT1E ag = 0.9; M1 agonist = -0.37; Jurkat tox 60K = -4; S1P1 ag pot = -24
CCOC(=O)c1sc(NC(C)=O)c(C(=O)OCC)c1C across the screens: 5-HT1A blocker = -8; 5HT1a ag = -0.5; 5HT1E antag = -1; S1P3 agonist = -1.1; M1 antag = 0.052; 5HT1E ag = 0.5; M1 agonist = 1.8; Jurkat tox 60K = 4; S1P1 ag pot = 0

Additional results
SMILES | 5-HT1A blocker | 5HT1a ag | 5HT1E antag | S1P3 agonist | M1 antag | 5HT1E ag | M1 agonist | Jurkat tox 60K | S1P1 ag pot
CCN1CC=C2C(C#N)=C(N)C(C#N)(C#N)C(c3cc(Cl)ccc3Cl)C2C1 (configuration not stated) | -4 | 5.6 | 3 | 1.5 | 0.4 | 1.0 | 35* | -2 | 5
COc1ccc(OCC(=O)Nc2ccc(N3CCOCC3)c(Cl)c2)cc1 | -1 | 0.9 | 8 | -0.7 | -0.38 | -0.6 | -1.5 | -1 | 10
Cc1nc(NCc2ccco2)c(C#N)c2c1COC(C)(C)C2 | 1 | -1.2 | 0 | -0.5 | 0.12 | -1.4 | 0.58 | -4 | -9
CCOCCCNC(=O)Cn1cc2c(n1)CCCCC2 | 9 | -0.5 | -3 | 0.8 | 0.19 | 0.8 | -0.94 | -5 | -24
CC(=O)Nc1ccc(S(=O)(=O)NCc2csc(-c3cccnc3)n2)cc1 | -23 | -1.9 | -2 | -0.2 | 0.15 | -0.7 | -0.077 | 3 | -7
COC(=O)Nc1sc2c(c1C(=O)NCc1ccco1)CCC2 | 25 | 0.7 | -1 | -1.3 | 0.33 | -0.1 | -0.38 | -3 | -6
Cc1ccc(CN2C(=O)CCC2C(=O)NC(C)C)cc1 (configuration not stated) | -5 | -1.7 | 0 | -0.1 | 0.52 | -0.7 | 0.55 | 2 | -4
CCOC(=O)CNC(=O)Nc1ccccc1C(=O)OC | / | 2.2 | -3 | -0.3 | 0.32 | -1.3 | 0.26 | / | -1
O=C(O)C1CSC(CCc2ccccc2)N1 (configuration not stated) | / | 2.3 | -3 | -3.0 | 0.82 | 0.5 | 1.6 | / | -13
COc1cccc(Cn2c(Oc3cccc(C)c3)nc3c2c(=O)n(C)c(=O)n3C)c1 | 13 | 1.6 | 9 | -0.8 | -0.45 | 0.5 | 1.1 | 8 | 18
COC(=O)c1cc(=O)n(Cc2cccs2)c(=NCc2cccs2)s1 | -6 | 1.3 | -7 | / | 0.13 | 0.2 | -0.25 | / | /
COc1ccccc1N1CCN(c2ncnc3nc[nH]c23)CC1 | -6 | -0.5 | 2 | -1.0 | 0.01 | 1.5 | 3* | -5 | 7
COc1ccc(NC(=O)CN2CC(c3ccccc3)CC2=O)cc1OC (configuration not stated) | -19 | -0.7 | 2 | -0.2 | 0.58 | 0.3 | 1.3 | -5 | 5
Cc1cc(C)n(-c2ccc(OCC(=O)O)nn2)n1 | -14 | -0.6 | 1 | -0.1 | -0.048 | 0.9 | -0.15 | -3 | 2
O=C(Nc1ccc(F)cc1)N(Cc1ccco1)Cc1cc2cc3c(cc2[nH]c1=O)OCO3 | 0 | 2.1 | 7 | -0.7 | 0.79 | 0.2 | -2.5* | -4 | -18
CCCCOc1ccccc1NC(=O)c1ccco1 | 14 | -1.1 | 3 | -1.2 | -0.11 | 0.3 | -1 | -7 | -18
Clc1cccc(NCc2nnc(SCc3ccccc3)o2)c1 | 5 | -3.7 | 7 | -0.5 | -0.43 | -0.6 | 0.052 | 4 | 9
CC(c1ccccc1)n1cc(C(=O)NCC2COc3ccccc3O2)nn1 (configuration not stated) | -12 | -2.4 | -11 | / | 0.58 | 2.0 | 0.092 | / | /
COc1ccc(Cn2c(=O)sc3ccccc32)cc1 | -3 | -0.1 | 4 | -0.2 | / | 0.2 | / | 3 | 12
COCCOC(=O)C1=C(N)OC2=C(C(=O)CC(C)(C)C2)C1c1cccnc1 (configuration not stated) | 8 | -1.6 | -2 | / | 0.73 | -0.1 | -0.43 | / | /
Cc1ccc(C)c(NC(=O)CSc2nnc(-c3ccncc3)n2N)c1 | -20 | -1.2 | 10 | / | 0.69 | -0.7 | 1.1 | / | /
Cc1cc(C)cc(N(CC(=O)N2CCn3c2nc2ccccc23)S(=O)(=O)c2c(C)noc2C)c1 | 5 | 0.2 | -2 | -0.5 | 0.02 | 0.1 | -0.22 | 2 | -25
Cc1c(C2CC(=O)N(c3ccccc3)C2=O)[nH]n(-c2ccccc2)c1=O (configuration not stated) | / | -1.3 | -5 | -1.6 | 0.43 | -0.5 | -0.13 | / | 0
CCC1Oc2ccc(Cl)cc2N(CC(=O)O)C1=O (configuration not stated) | 0 | -3.8 | -4 | / | -0.56 | 0.6 | -0.0054 | / | /
COC(=O)CC1SC(=O)NC1=Nc1ccccc1 (configuration not stated) | -7 | -4.5 | -4 | 0.7 | 0.21 | -0.4 | 0.46 | 2 | 57
CC(C)(C)c1ccc(OCC(=O)NCc2ccco2)cc1 | 10 | 2.0 | 1 | 0.5 | 0.11 | -0.5 | -0.068 | 1 | 13
CC1CCN(C(=O)C2c3ccccc3C(=O)N3CCc4ccccc4C23)CC1 (configuration not stated) | 32 | -1.8 | -8 | 0.7 | 0.56 | -1.1 | 0.28 | 0 | 5
CCOC(=O)c1c(C)n(C)c2cc(Br)c(C(=O)OC)cc12 | -10 | -0.9 | 0 | -0.2 | 0.016 | 0.3 | 1.4 | -3 | -28
COc1ccc(OC)c(NC(=O)CCCN2C(=O)C3C4C=CC(C4)C3C2=O)c1 (configuration not stated) | -2 | 1.2 | -11 | 0.5 | -0.75 | 0.1 | -0.63 | -4 | 1
O=C(C1CCCN(Cc2ccncc2)C1)N1CCc2ccccc2C1 (configuration not stated) | -1 | -1.0 | -2 | 0.3 | -0.24 | -1.0 | -0.9 | 0 | 12
NC(=O)c1cn(-c2ccccc2)nc1-c1cccnc1 | 8 | -0.2 | 2 | -0.6 | -0.067 | 0.1 | 0.96 | -6 | /
CCOC(=O)c1cc(-c2ccco2)nc2c1c(C)nn2-c1ccccc1 | 4 | 1.5 | -4 | 0.6 | 0.011 | 1.2 | -2 | -4 | 1
CN(c1ccc(Cl)cc1)c1cc(=O)n(C)c2ccccc12 | 21 | -0.6 | 12 | -0.5 | 0.55 | 0.0 | 0.29 | 16 | -13
Cc1cc2n(n1)C(c1ccc3c(c1)OCO3)Nc1ccccc1-2 (configuration not stated) | -3 | 0.6 | 25 | -0.4 | -0.033 | -0.5 | 0.84 | -1 | -30
O=C(NCc1cccnc1)c1noc2c1CCCC2 | -15 | -4.4 | 3 | -0.7 | 0.85 | -0.5 | 0.7 | 6 | 0
O=c1cc(N2CCc3ccccc32)[nH]c(=O)n1Cc1ccc(F)cc1 | 12 | -3.0 | 12 | -0.9 | -0.075 | -0.4 | 0.019 | 5 | -14
CC(=O)NC12CC3CC(C)(C1)CC(NC(C)=O)(C3)C2 | 7 | -0.3 | -3 | -1.0 | -0.29 | 0.7 | -0.17 | -2 | -4
Cc1nc2cc(S(=O)(=O)C(F)(F)F)ccc2s1 | -8 | -1.8 | -2 | 0.1 | 0.12 | 0.5 | 0.02 | -5 | 4
CCS(=O)(=O)N1CCN(C(=O)c2cc(OC)cc(OC)c2)CC1 | -4 | -2.9 | -1 | -0.5 | 0.64 | 0.6 | 0.1 | -1 | 0
COCCCNC(=O)CCn1c(=O)c2ccccc2n(CC(=O)Nc2c(C)cccc2C)c1=O | 4 | -3.8 | -12 | 0.4 | / | -0.3 | / | -10 | -5
O=C(Cn1c(=O)n(Cc2ccco2)c(=O)c2cc(Cl)ccc21)NCC1CCCO1 (configuration not stated) | 2 | -4.1 | -12 | -0.6 | / | -0.2 | / | 3 | -7
CCCCOc1cccc(C(=O)Nc2ccc(N3CCN(CC)CC3)cc2)c1 | 9 | -4.7 | 1 | -1.0 | -16* | 0.2 | 0.12 | 1 | -34
O=C(CCCC(=O)N(CC(=O)NC1CCCC1)Cc1ccc(F)cc1)Nc1ccccn1 | 8 | 0.3 | -9 | 0.6 | 0.16 | -0.5 | 0.052 | 0 | -10
CCOC(=O)c1sc(NC(=O)CSc2ncn(-c3ccccc3)n2)nc1C | -9 | 0.2 | -8 | 0.0 | -0.3 | -0.1 | 0.5 | 1 | -15

Screens from PubChem BioAssay.
